# Insulin prom up – insulin promoter activators in MIN6 cells, imaging, high-content screening, mouse beta cells | MIN6 insulin promoter-GFP reporter; active compounds read high | z-score at 5 µM | 190,000 tested, 0.3% active | AID 1625, 2009;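 active = z-score above 3 at 5 µM with at least 500 cells counted in the well; inconclusive = wells under 500 cells, flagged as cytotoxic or low count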
# MT stabilize HCS – microtubule stabilizers in HeLa cells, primary screen, imaging, high-content imaging. HeLa tubulin immunostaining HCS, 24 h; share of cells brighter than vehicle mean+2SD. % tubulin-high responders, % at 10 µM. 200,000 tested, 0.83% active. AID 2205, 2009;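 active = plate Z-score above 3 for both tubulin-high and condensed-nucleus cell shares, with cell loss under 80%, at 10 µM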;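 also: anti alpha tubulin signal scored within the nucleus-defined area of each cell; some results filed as inactive read as strong as hits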
# Hep lipid drop – inhibitors of hepatocyte lipid droplet formation, primary screen, imaging, high-throughput imaging, BODIPY stain; AML12 mouse hepatocytes, oleate lipid droplets; inhibition, % at 6.5 µM; 240,000 tested, 0.4% active;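 active = lipid droplet intensity inhibited by at least 50%, with more than 500 cells counted; inconclusive = wells with under 300 cells, treated as cytotoxic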
#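 Material – mouse AML12 hepatocyte cell line, fixed after treatment · Compound dosing – one dose, 6.5 µM compound · Times – compound with oleate, overnight · Measured by – Image-based BODIPY and DAPI two-channel analysis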
# Autophagy HCS – autophagy modulators in MEF cells, primary screen, imaging, high-content, MEF GFP-LC3 | 190,000 tested, 0.98% active | MEF GFP-LC3 puncta imaging; test concentration mostly 10 µM | calls only at 10 µM (by protocol);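 active = percentage of spot-positive cells more than 3 SD above its plate mean, without a fluorescence outlier flag or 80% toxicity; inconclusive = no clear call, values can overlap the other calls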;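 also: spot-positive cell cutoff set from DMSO-treated cells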
# West Nile antiviral – West Nile virus antiviral activity, cell-based, CPE readout (AID 1621) | West Nile virus-infected cells, CPE inhibition; higher % means a stronger effect | CPE inhibition, % at 10 µM, or IC50 in µM where a hit was titrated | 290,000 tested, 0.02% active; in the data active = a potency from the dose series; inconclusive = CPE inhibition mostly from about 3.7% at the one dose, without a potency; inactive = the rest, 99 in 100 with CPE inhibition below about 2.2%; also: strong numbers were not always called active
# T cell HTS – modulators of CD8 T cell-vesicle binding, primary screen, mouse 2C CD8+ T cells, flow cytometry; 2C CD8+ T cell-vesicle binding; active compounds read low; calls only at 7 µM; 330,000 tested, 0.068% active;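 active = response, share of CD8 T cells binding vesicles, and their 90th percentile fluorescence all below set limits, cut at about 80% in these data, passing the limit was not always enough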
#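 material = purified 2C TCR transgenic mouse naive CD8+ T cells | controls = Unloaded micro-vesicles (low), QL9 vesicles with 0.7% DMSO (high) | detection = cytometric PE anti-B7-1 and Alexa647 anti-CD8 signals after 1% paraformaldehyde fixation | incubation = binding step 1.5 h, 37 °C, antibody labelling 20 min, ice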
# b-catenin transl – modulators of beta-catenin nuclear translocation, primary screen, imaging, HeLa cells, immunofluorescence, high-content. nuclear translocation activity, % at 5 µM. 190,000 tested, 0.3% active;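 active = nuclear translocation activity above 50% at 5 µM, with a well cell count of 50 or more; inconclusive = wells under 50 cells across six images, flagged as toxic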;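 also: per-cell ratio of nuclear to cytoplasmic median beta-catenin stain intensity; plate controls were DMSO negative control for no effect and GSK-3 inhibitor IX positive control for full effect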
#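 System: Human HeLa cells, endogenous beta-catenin | Compound dosing: 5 µM primary, 0.02–20 µM confirmation | Timing: 24 h compound exposure at 37°C, 5% CO2 | Measured by: Fluorescence imaging of beta-catenin antibody stain plus DAPI | Read-out basis: % activation of per-cell nuclear versus cytoplasmic median beta-catenin signal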
# Myeloid diff MLP – induction of myeloid progenitor differentiation, primary screen, cell-based, flow cytometry, MLPCN library; ER-HoxA9 myeloid progenitors, lysozyme-GFP differentiation; 360,000 tested, 1% active; calls only at 10 µM; AID 624256, 2012;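 active = normalized GFP-positive differentiation at or above the plate's own cutoff, the solvent-only control mean plus 3 SD; inconclusive = no clear call, values can overlap the other calls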;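 also: cells exposed to compound for four days before flow analysis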
# WT yeast gro inh – growth inhibition of WT strain, primary screen, mitochondrial fusion inhibitor project, WT and mutant strains, chemical genetic; mitochondrial fusion phenotypic screen; inhibition, % at 10 µM; 190,000 tested, 2.1% active; in the data active = inhibition above about 58%; tested in S. cerevisiae
# WT yeast gro inh mutant strain – second read-out of WT yeast gro inh, no call of its own (marks repeat the call); inhibition, %; mitochondrial fusion phenotypic screen, mutant strain inhibition
# Insulin prom up cell count – further read-out of Insulin prom up, marked with its call; cell count; measured here: cytotoxicity, nuclei count;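 total cells summed across four imaged fields per well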
# Hep lipid drop cells 6.5 µM – recorded beside Hep lipid drop, whose call it bears; cell count; measured here: cell count, cytotoxicity flag;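 cells counted across two imaged fields per well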
# b-catenin transl cell count 5 µM – also measured in b-catenin transl; calls as there; cell count; measured here: cell count, cytotoxicity flag
# T cell HTS vesicle-bound % – recorded beside T cell HTS, whose call it bears; double positive events, %; measured here: CD8+ vesicle-bound cell fraction;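 binding gate set so that unloaded-vesicle control wells show 10% double positive cells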
# MT stabilize HCS Hoechst-high % – recorded beside MT stabilize HCS, whose call it bears; % Hoechst-high responders; measured here: nuclear condensation Hoechst responders;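 share of cells brighter than vehicle mean plus two SD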
# MT stabilize HCS cytotoxicity % – recorded beside MT stabilize HCS, whose call it bears; toxicity, %; measured here: cytotoxicity by cell density;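 0% = mean cell density of plate MIN control wells and 100% = no cells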
# Autophagy HCS cell loss 18 h – further read-out of Autophagy HCS, marked with its call; toxicity, %; measured here: cell loss, nuclei count;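 cell loss after 18 h compound exposure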
# Myeloid diff MLP GFP+ MAC1+ % – further read-out of Myeloid diff MLP, marked with its call; GFP+ MAC1+ double positive, %; measured here: differentiation confirmed by MAC1 staining
# An asterisk follows results filed as active; i = inactive; ? = inconclusive; nt = no result given; + = active, no number.
SMILES,Insulin prom up,Insulin prom up cell count,MT stabilize HCS,MT stabilize HCS Hoechst-high %,MT stabilize HCS cytotoxicity %,Hep lipid drop,Hep lipid drop cells 6.5 µM,Autophagy HCS,Autophagy HCS cell loss 18 h,West Nile antiviral,T cell HTS,T cell HTS vesicle-bound %,b-catenin transl,b-catenin transl cell count 5 µM,Myeloid diff MLP,Myeloid diff MLP GFP+ MAC1+ %,WT yeast gro inh,WT yeast gro inh mutant strain
Cc1ccc(C)c(NC(=O)C(Sc2cccc[n+]2[O-])c2ccccc2)c1 (stereo not drawn),-0.29,1422,3.4,4.5,4.1,-4,713,i,0,-0.1%,i,22,0.6,1010,i,0.5,0,-7
O=S(=O)(c1cccs1)N1CCN(c2ccccn2)CC1,0.62,1226,3.1,1.3,3.5,2,765,i,1,0.5%,i,18,-1.8,1142,i,3.0,29,-9
O=C(Nc1ccccc1N1CCOCC1)c1cccnc1Cl,-0.3,1409,3.4,1.6,8.8,17,785,i,6,0.2%,i,42,-0.5,1033,i,0.7,5,15
Cn1cccc1Cc1nnc(SCC(=O)Nc2nc3ccccc3s2)n1CCc1ccccc1,0.57,1196,9.0,2.1,8.9,nt,nt,+,3.4*,0.1%,i,34,2.4,1452,i,5.4,-5,-39
COc1ccc(N2C(=O)C(CN3CCCCC3)C2c2ccccc2)cc1 (stereo not drawn),0.09,1331,1.5,1.5,5.1,-1,621,i,14,-1.2%,i,33,-0.5,1462,i,0.0,5,0
CC(C)CC(NS(=O)(=O)c1cc(C(=O)O)ccc1Cl)C(=O)O (stereo not drawn),0.52,1648,5.6,0.8,9.2,1,662,i,-4,0.0%,i,62,-2.3,987,i,0.3,1,-12
CCn1c(=O)cc(SCC(=O)N2CCN(C)CC2)c2ccccc21,nt,nt,2.8,2.2,8.2,0,815,i,2,?,i,7,-11,1033,i,0.3,nt,nt
CCn1cc(C(=O)NC(C)CCc2ccccc2)c(=O)c2cc(S(=O)(=O)N(C)C)ccc21 (stereo not drawn),nt,nt,nt,nt,nt,33,810,nt,nt,-1.8%,i,9,nt,nt,i,1.3,nt,nt
O=C(c1ccc2c3n(nc2c1)-c1ccccc1CO3)N1CCCCC1,0.33,1047,nt,nt,nt,nt,nt,nt,nt,-1.2%,i,52,-1.5,1169,i,1.7,nt,nt
O=C(NNC(=O)c1ccc(-c2ccccc2)cc1)Nc1ccccc1F,nt,nt,nt,nt,nt,7,825,nt,nt,-0.5%,i,4,nt,nt,i,0.7,nt,nt

# Reprinted at random: 3 compounds from above
SMILES,Insulin prom up,Insulin prom up cell count,MT stabilize HCS,MT stabilize HCS Hoechst-high %,MT stabilize HCS cytotoxicity %,Hep lipid drop,Hep lipid drop cells 6.5 µM,Autophagy HCS,Autophagy HCS cell loss 18 h,West Nile antiviral,T cell HTS,T cell HTS vesicle-bound %,b-catenin transl,b-catenin transl cell count 5 µM,Myeloid diff MLP,Myeloid diff MLP GFP+ MAC1+ %,WT yeast gro inh,WT yeast gro inh mutant strain
O=C(Nc1ccccc1N1CCOCC1)c1cccnc1Cl,-0.3,1409,3.4,1.6,8.8,17,785,i,6,0.2%,i,42,-0.5,1033,i,0.7,5,15
O=S(=O)(c1cccs1)N1CCN(c2ccccn2)CC1,0.62,1226,3.1,1.3,3.5,2,765,i,1,0.5%,i,18,-1.8,1142,i,3.0,29,-9
CC(C)CC(NS(=O)(=O)c1cc(C(=O)O)ccc1Cl)C(=O)O (stereo not drawn),0.52,1648,5.6,0.8,9.2,1,662,i,-4,0.0%,i,62,-2.3,987,i,0.3,1,-12

# Going on with the list.
SMILES,Insulin prom up,Insulin prom up cell count,MT stabilize HCS,MT stabilize HCS Hoechst-high %,MT stabilize HCS cytotoxicity %,Hep lipid drop,Hep lipid drop cells 6.5 µM,Autophagy HCS,Autophagy HCS cell loss 18 h,West Nile antiviral,T cell HTS,T cell HTS vesicle-bound %,b-catenin transl,b-catenin transl cell count 5 µM,Myeloid diff MLP,Myeloid diff MLP GFP+ MAC1+ %,WT yeast gro inh,WT yeast gro inh mutant strain
Cc1cc(C)nc(SCC(=O)N/N=C/c2cc(C)n(-c3ccccc3C)c2C)n1,-0.01,1361,4.7,3.9,9.7,-14,772,i,0,0.1%,i,7,6.5,480,i,1.3,-10,-7
O=C(CCCCCn1c(=S)[nH]c2cc3c(cc2c1=O)OCO3)N1CCN(Cc2ccccc2)CC1,-0.43,1091,3.3,1.1,0.6,-28,668,i,5,0.2%,i,45,-1.0,1047,i,1.7,11,0
O=C(NC1=NCCS1)c1sc2cc(F)ccc2c1Cl,0.71,1313,1.9,2.7,13,1,648,i,18,1.2%,i,42,-0.4,1093,i,0.6,-10,-4
O=C(Cn1cnc2c(nnn2Cc2ccccc2)c1=O)NCc1ccccc1Cl,0.62,913,nt,nt,nt,5,762,nt,nt,-0.3%,i,36,0.9,1271,i,0.4,nt,nt
COc1ccccc1-c1nc2s/c(=C\c3cccs3)c(=O)n2n1,0.3,1365,3.0,1.6,4.1,1,790,i,-2,0.2%,i,33,0.7,1059,i,0.2,-10,-2
CN(C)Cc1c(O)ccc2ccccc12,-0.46,1060,nt,nt,nt,9,706,nt,nt,0.2%,i,30,0.2,1232,i,0.9,nt,nt
CC(=O)NNC(=S)NCCc1ccccc1,1.3,1453,2.4,2.5,5.8,10,685,i,13,0.5%,i,44,-3.2,1141,i,0.8,-29,1
Cc1cc(C)c(C(=O)N2CCCC(N3CCN(c4cccc(C(F)(F)F)c4)CC3)C2)o1 (stereo not drawn),nt,nt,nt,nt,nt,-16,729,nt,nt,0.9%,i,14,nt,nt,?,nt,nt,nt
COc1nc2ccc(C)cc2cc1-c1noc(-c2ccccc2)n1,0.1,1638,1.6,1.6,9.6,nt,nt,i,2,0.1%,i,16,-0.1,1289,i,8.2,9,-5
CCN(CC)S(=O)(=O)c1cc(NC(=O)C(C)N2CCN(Cc3ccc4c(c3)OCO4)CC2)ccc1C (stereo not drawn),-0.12,1265,2.9,3.3,10,0,625,i,-3,-0.8%,i,6,-5.1,546,i,2.1,-1,-14
O=C(O)c1cccc(CSc2nnc(COc3ccccc3)o2)c1,nt,nt,3.7,1.8,5.0,-2,713,i,5,0.3%,i,2,nt,nt,i,1.2,10,-2
CC(C)(CO)NS(=O)(=O)c1ccc2c(c1)C(=NO)c1cc(S(=O)(=O)NC(C)(C)CO)ccc1-2,0.6,1499,1.8,1.3,1.3,0,720,i,-3,-0.2%,i,10,-1.8,1020,i,0.9,13,3
Cc1ccc(C)c(C(=O)C(C)OC(=O)c2cccn2C)c1 (stereo not drawn),-0.53,1261,1.7,3.0,8.5,nt,nt,i,25,0.4%,i,20,-7.6,1037,i,0.5,22,8
N#Cc1ccc(N2CCc3ccccc3C2)c([N+](=O)[O-])c1,-0.3,1476,9.0,2.3,10,-5,575,i,10,-0.8%,i,60,7.0,670,i,0.5,21,3
COCCC(=O)N1CCC(Oc2ccc(C(=O)N3CCCCC3CCO)cc2)CC1 (stereo not drawn),nt,nt,nt,nt,nt,-5,833,nt,nt,-0.3%,i,28,nt,nt,i,0.7,nt,nt
CCc1cc(-c2n[nH]c(CCC(=O)O)c2-c2nc3ccccc3n2C)c(O)cc1O,nt,nt,2.7,0.9,4.0,0,689,i,18,0.1%,i,49,4.3,489,nt,nt,-5,4
C(=C\CSc1ncn[nH]1)/CSc1ncn[nH]1,0.04,840,4.1,3.8,10,-5,717,i,12,-0.4%,i,41,-2.1,1123,i,2.9,12,8
S=c1[nH]nc(COc2ccccc2)n1/N=C/c1ccccn1,0.38,1303,1.9,2.7,10,-8,626,i,-21,-0.2%,i,13,-0.8,1033,i,0.0,-9,9
COCCNC(=O)CC(=O)N/N=C/c1cccc(C(=O)OC)c1,0.5,1585,2.6,1.3,6.2,2,681,i,4,0.4%,i,25,-0.6,864,i,0.2,-11,-5
CCOc1ccc(/C=N/NC(=O)c2ccc(Cn3cc(Br)cn3)o2)cc1,-0.34,1266,1.5,1.7,5.5,9,679,i,-5,0.3%,i,28,0.4,973,i,0.6,6,13
COc1ccccc1NC(=O)Nc1ccc2c(c1)nnn2C,1.4,776,1.2,1.6,5.0,-1,729,i,40,0.2%,i,19,0.8,1092,i,0.8,-19,9
COc1ccc(S(=O)(=O)Cc2ccc(C(=O)NC3CCCCC3)o2)cc1,nt,nt,nt,nt,nt,3,668,nt,nt,-0.6%,i,26,nt,nt,i,4.8,nt,nt
O=C(NCc1ccccc1OC(F)(F)F)C1CCC(=O)N(Cc2cccc(F)c2)C1 (stereo not drawn),nt,nt,nt,nt,nt,-13,792,nt,nt,-1.1%,i,7,nt,nt,i,0.6,nt,nt
COc1ccc([N+](=O)[O-])cc1NC(=O)CSc1ccc2ccccc2c1,-0.29,1127,2.1,1.4,5.2,-11,669,i,18,-0.6%,i,46,-0.5,916,i,0.4,18,-8
O=C(c1cc(COc2ccc(F)cc2Cl)on1)N1CCC(OCc2cccnc2)CC1,0.65,1467,2.1,1.7,7.0,2,729,i,33,-2.0%,i,4,-4.4,997,i,0.2,13,5
CC(C)(C)Cc1nnc(NC(=O)CN2C(=O)c3ccccc3C2=O)s1,nt,nt,1.1,1.6,5.8,-1,647,i,-14,0.5%,i,65,0.1,1548,i,0.1,-7,-15
CCOC(=O)c1c(C)c(C(=O)NCC2CCCO2)c(C)n1CC (stereo not drawn),-0.19,1140,3.1,2.5,0.2,10,631,i,14,0.1%,i,45,-1.6,1050,i,4.4,-3,-9

# Assay outcomes deposited in PubChem by several laboratories.
